Screens: PubChem, Broad Institute
PglD inh = PglD (C. jejuni) enzyme inhibition | purified PglD enzyme, DTNB colorimetric CoA detection | inhibition, % at 12.5 µM | 360,000 compounds, 0.098% hits | AID 602405; in the data active = inhibition above about 16%, passing the limit was not always enough; inconclusive = no clear call, values can overlap the other calls; note: strong numbers were not always called active
S100A4 inh HTS = inhibitors of human S100A4 binding to myosin IIA peptide; P26447; S100A4/TAMRA-MyoIIA peptide fluorescence polarization; inhibition, % at 10.7 µM; 360,000 compounds, 0.14% hits; AID 652163;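 active = mean inhibition of at least 70% across replicates, with every replicate also reaching that level; inconclusive = mean inhibition reaches 70% but some replicates fall short; inactive = mean inhibition below 70%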
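System – human S100A4 monomer protein, biochemical binding assay · Buffer or medium – Calcium-containing HEPES buffer, pH 7.2 · Timing – 5 min between mix addition and reading · Also added – TAMRA-labelled myosin IIA heavy-chain peptide probe, 5 nM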
PGC1a acetyl inh = modulators of PGC1a acetylation. U2OS PGC1a acetylation, AlphaScreen anti-acetyl-lysine; with virally co-expressed GCN5 acetyltransferase. inhibition, % at 15.6 µM. 350,000 compounds, 0.17% hits. AID 651687;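 active = every replicate shows inhibition of at least 40%; inconclusive = mean inhibition at least 40% but some replicate below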;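 note: 0% = neutral control wells and 100% = positive control wells; some results beyond the cut were filed as inactive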
ERAP1 inh = ERAP1 (human) enzyme inhibition. recombinant ERAP1, Leu-AMC fluorescence, 60 min. 340,000 compounds, 0.15% hits. inhibition, % at 10.7 µM. Q9NZ08;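 active = mean replicate inhibition of at least 30%, or all replicates individually reaching that 30% level; inactive = mean below 30% and not every replicate reaching it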;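 note: 0% = neutral control wells and 100% = L-leucinethiol positive control wells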
Target sequence (Q9NZ08 whole entry, looked up): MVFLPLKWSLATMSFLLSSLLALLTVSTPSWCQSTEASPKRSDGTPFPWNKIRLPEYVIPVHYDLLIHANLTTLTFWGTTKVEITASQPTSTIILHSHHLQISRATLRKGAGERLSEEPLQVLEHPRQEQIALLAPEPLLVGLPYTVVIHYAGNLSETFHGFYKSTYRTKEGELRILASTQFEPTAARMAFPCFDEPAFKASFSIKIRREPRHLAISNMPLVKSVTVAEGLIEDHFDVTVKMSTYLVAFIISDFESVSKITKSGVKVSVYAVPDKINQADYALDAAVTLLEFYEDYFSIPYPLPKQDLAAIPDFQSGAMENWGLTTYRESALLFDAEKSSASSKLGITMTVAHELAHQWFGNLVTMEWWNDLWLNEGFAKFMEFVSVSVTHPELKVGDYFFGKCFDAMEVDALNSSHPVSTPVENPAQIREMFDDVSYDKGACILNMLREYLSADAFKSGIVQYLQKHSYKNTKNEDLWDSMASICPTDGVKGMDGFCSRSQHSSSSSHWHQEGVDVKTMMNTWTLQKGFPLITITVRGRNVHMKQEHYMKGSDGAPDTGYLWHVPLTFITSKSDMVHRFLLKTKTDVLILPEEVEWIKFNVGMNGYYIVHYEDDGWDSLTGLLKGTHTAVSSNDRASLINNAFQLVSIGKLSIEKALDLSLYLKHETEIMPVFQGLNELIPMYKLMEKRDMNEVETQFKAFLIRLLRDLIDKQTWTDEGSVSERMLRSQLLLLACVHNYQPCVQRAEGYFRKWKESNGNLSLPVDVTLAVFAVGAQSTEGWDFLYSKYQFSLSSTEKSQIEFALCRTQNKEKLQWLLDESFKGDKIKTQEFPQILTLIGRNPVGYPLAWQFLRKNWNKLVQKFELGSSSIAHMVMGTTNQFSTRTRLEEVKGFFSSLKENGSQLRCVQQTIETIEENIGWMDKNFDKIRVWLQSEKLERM
PAX8 reporter = inhibitors of PAX8 transcriptional activity in RMG-I cells; 360,000 compounds, 1.2% hits; inhibition, % at 12.6 µM; RMG-I TPO-luciferase reporter, SteadyGlo, 24 h; AID 652154;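 active = mean replicate inhibition at least 60% with every replicate also reaching 60%; inconclusive = only one of the two criteria is met; inactive = mean below 60% and not all replicates reaching 60%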;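 note: luciferase light reporting Pax8 driven TPO promoter activity; plate controls were median of neutral control wells for no effect and mitoxantrone controls for full effect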
LGR2 antag = Drosophila LGR2 receptor signaling inhibition | inhibition, % at 9.99 µM | HEK293 LGR2, CRE-luciferase, bursicon-stimulated, 4 h | 380,000 compounds, 0.35% hits;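 active = drop in luminescence signal, shown as inhibition above about 50% in the replicate tests, limit read from the data, passing the limit was not always enough; inconclusive = probably only some replicates passing the limit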;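 note: agonist challenge used bursicon conditioned medium at about half maximal strength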
FN deposition inh = fibronectin deposition inhibition | inhibition, % at 12.6 µM | 350,000 compounds, 0.086% hits | AH1F fibroblasts, Alexa488-fibronectin deposition fluorescence, overnight;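 active = mean inhibition across replicates of 30% or more, regardless of how many single replicates reach that level; inconclusive = mean under 30% yet at least half of replicates reach 30%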;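 note: positive control wells lacked labelled fibronectin entirely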
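test system = AH1F fibroblasts assembling fluorescent fibronectin matrix | quantity = 10000 AH1F cells per well | buffer or medium = DMEM plus 2% serum, read in PBS | doses = single dose, pinned | incubation = 1 h cell attachment, overnight exposure to compound and label | detection = fluorescence at 485 nm excitation, 525 nm emission | read-out basis = inhibition from reduced deposited-fibronectin fluorescence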
EWS-Fli block = blocks EWS/Fli oncoprotein-driven transcription. A673 NR0B1-luciferase reporter, viability-normalised. inhibition, % at 12.6 µM. 350,000 compounds, 0.67% hits;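 active = mean inhibition of at least 50% after viability correction, with every replicate also passing that limit; inconclusive = mean reaches 50% but only one of two replicates passes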;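 note: firefly luciferase signal divided by Alamar Blue viability fluorescence both relative to DMSO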
An asterisk follows results filed as active; ? = inconclusive; . = no result given.

SMILES	PglD inh	S100A4 inh HTS	PGC1a acetyl inh	ERAP1 inh	PAX8 reporter	LGR2 antag	FN deposition inh	EWS-Fli block
Nc1cc(=O)[nH]c(SCC(=O)N2CCCC2)n1	4	-3	11	-3	7	-9	-5	3
Cc1ccc(S(=O)(=O)NCc2ccccc2)cc1C(=O)N(C)Cc1ccccc1F	3	-3	.	-3	-16	29	4	.
O=C(COc1ccc(Cl)cc1)N1CCCCCCC1	7	0	-3	2	-12	1	-9	-27
CCC(C)NC(=O)CNC(=S)N(Cc1ccccc1F)C1CCCCC1 (stereo unspecified)	.	1	-5	4	-9	7	13	1
CCOc1ccccc1C(=O)N[C@H](C(=O)OCc1csc(CC(=O)Nc2ccc(C)cc2)n1)C(C)C	-1	9	-26	0	.	18	-5	6
Cc1nc2c(OCc3ccc(F)c(F)c3)cccn2c1N(C)C(=O)CCC1CCCC1	-2	21	-9	2	28	-11	-7	13
COc1cccc(CN2CCNC(=O)C2CC(=O)NCCn2cccn2)c1OC (stereo unspecified)	.	-5	.	-5	-14	4	4	14
Cc1c(C(=O)N2CCCC2)oc2c1-c1nn(CC(=O)NCCCN3CCCCC3C)cc1CC2 (stereo unspecified)	7	-4	3	0	-4	13	-12	-4
COc1cccc(NC(=O)C2(C)CCN2Cc2ccc(SC)cc2)c1 (stereo unspecified)	4	3	.	0	-13	9	.	3
COc1cccc(Nc2n[nH]c(=S)s2)c1	.	4	.	5	-16	-12	-1	-6
O=[N+]([O-])c1cc(C(F)(F)F)ccc1NC1CCN(Cc2ccccc2)CC1	-5	-4	-16	.	31	12	-1	0
O=C(NCc1cccs1)c1ccc2sc(C3=C[C@@H](O)[C@@H](O)[C@@H](CO)O3)nc2c1	2	-2	1	-1	-3	-15	9	-8
Cc1nc([N+](=O)[O-])c(C(=O)OCc2ccccc2)n1C	0	-9	1	-2	-6	-12	.	-1
CCOc1ccc(N2C(=O)CSC2=NC#N)cc1	5	-5	0	-1	10	-5	7	6
NC(=O)CC(NC(=O)Cc1ccc(Br)cc1)c1ccc(NCCN2CCOCC2)c([N+](=O)[O-])c1 (stereo unspecified)	-1	2	.	7	-8	-2	17	9
CC(C)NC(=O)N(C)C[C@H]1Oc2ncc(C#Cc3ccccc3F)cc2C(=O)N([C@H](C)CO)C[C@H]1C	6	6	-2	-4	.	1	0	-3
O=C(Nc1cccc(F)c1)C1CCN(S(=O)(=O)c2cccc3nonc23)CC1	3	-4	?	-4	14	-1	-16	8
COCCNC(=O)C[C@H]1CC[C@@H]2[C@H](COC[C@@H](O)CN2C(=O)Nc2ccccc2OC)O1	-1	-16	29	-2	.	7	-4	.
O=C(NC1CCCCC1)N1CC(=O)N2[C@H](C1)[C@H](c1ccc(-c3cccnc3)cc1)[C@@H]2CO	.	5	-12	5	.	26	-5	-4
C[C@@H]1CN([C@@H](C)CO)C(=O)c2cc(NC(=O)c3ccncc3)ccc2O[C@@H]1CN(C)Cc1ccncc1	0	106*	-8	-3	-51	-3	.	5
CC[C@@]1(C(=O)OC)N[C@H](CN(C)C(=O)Nc2ccc(C)cc2)[C@@H]2C(=O)N(Cc3ccccc3)C(=O)[C@@H]21	-1	1	-4	0	-63	-21	1	-27
C[C@@H]1CN([C@H](C)CO)S(=O)(=O)c2ccc(C#C[C@@H](C)O)cc2O[C@H]1CN(C)C(=O)C1CC1	-1	-2	6	3	.	4	-6	-2
COc1ccc2c3c(n(C)c2c1)[C@H](CO)N(Cc1ccccc1F)CC31CCN(C(=O)C2CCCC2)CC1	.	-7	.	0	-15	-16	.	25
COc1ccc(CNC(=O)N(C)C[C@H]2OCc3ccccc3-c3ccccc3C(=O)N([C@H](C)CO)C[C@@H]2C)cc1	1	7	2	1	9	1	-5	0
O=C(N[C@H](C(=O)N1CCC[C@H]1C(=O)NCc1ccccc1)c1ccccc1)c1ccccc1	.	6	.	-1	-3	1	-3	-6
CC1CC(C)CN(C(=O)COC(=O)c2cccc([N+](=O)[O-])c2)C1 (stereo unspecified)	7	0	-8	-1	-3	-18	.	-2
O=C(NCCc1ccccc1F)C1CCCN(c2nc3ccccc3s2)C1 (stereo unspecified)	0	-2	.	-1	-19	1	6	-17
COC(OC)c1ccnc(-c2ccc(OC(=O)c3ccccc3)cc2)n1	.	0	.	-3	-41	-45	-3	3
C[C@H]1CN([C@@H](C)CO)C(=O)c2cc(C3=CCCC3)cnc2O[C@@H]1CN(C)C(=O)Nc1cccc(F)c1	1	-2	-4	0	17	-7	-1	-9
COC(=O)C1=CN(CC2CCCO2)C=C(C(=O)OC)C1c1ccccc1C(F)(F)F (stereo unspecified)	4	.	-14	.	6	.	-5	.
O=C(O)CSc1nnc(-c2cccc(S(=O)(=O)N3CCOCC3)c2)n1-c1ccc(F)cc1	3	-7	21	-3	-11	4	-6	0
Cc1cc(C)cc(Cn2cc(CN3CC(N4CCSCC4)CS3(=O)=O)nn2)c1 (stereo unspecified)	.	-3	.	.	31	6	4	-6
COc1ccc(OC)c(Nc2nnc(C)c(=O)[nH]2)c1	.	3	.	0	4	-12	2	-6
CCOC(=O)C1=NN(C(=O)Cc2ccccc2)C(O)(C(C)(C)C)C1 (stereo unspecified)	.	-4	-4	-3	3	-13	1	2
COc1ccc(C2NC(=O)c3n[nH]c(C)c32)c(OC)c1 (stereo unspecified)	3	-9	-3	-2	8	-2	5	4
CCc1noc(C)c1C(=O)OC(C)C(=O)NCc1ccc(OC)cc1 (stereo unspecified)	-1	-1	0	-2	6	-1	3	1
O=C(Nc1ccon1)c1cc2c(s1)CCCC2	.	-3	7	0	.	.	.	-85
O=C(CSc1nnnn1C1CCCC1)Nc1ccc(F)cc1	7	.	-7	.	-17	.	10	.
CC[C@H](C)[C@H](NC(=O)OCc1ccccc1)C(=O)OCC(=O)N1CCN(c2ccc(OC)cc2)CC1	-4	-1	0	0	1	5	-5	6
Cc1cc(C)n2cc(CSc3ncccc3C(=O)O)nc2n1	-2	2	.	-3	.	-4	.	.
O=C(C1CC1)N1CC(=O)N2[C@@H](CO)[C@@H](c3ccc(-c4ccccc4F)cc3)[C@@H]2C1	.	-16	1	3	10	-6	12	4
Cc1cnc(NC(=O)CSc2nnc(N)s2)s1	.	2	-4	-4	-4	5	-1	4
O=C(NC(=S)NCc1ccccc1)c1ccccc1Br	3	-4	-3	-1	14	-14	4	-37
O=C(O)C1CCc2sc3[nH]c(=S)n(-c4ccccc4)c(=O)c3c21 (stereo unspecified)	10	2	-1	10	3	1	-7	13
COc1ccc(NC(=O)N2CC3(C2)CN(C(=O)CN2CCOCC2)[C@H](CO)c2[nH]c4cc(OC)ccc4c23)cc1	.	5	.	3	.	-7	.	-11
O=C(C[C@H]1CC[C@@H]2[C@H](COC[C@H](O)CN2Cc2ccncc2)O1)NCc1ccccc1Cl	1	1	2	-1	.	7	-6	.
C[C@H]1CN([C@@H](C)CO)C(=O)c2cc(C#CC3(O)CCCC3)cnc2O[C@H]1CN(C)S(=O)(=O)c1ccccc1	-3	5	-6	0	-9	-10	.	-2
CC(C)CC(=O)Nc1ccc(-c2nnn(CC(=O)NCc3ccco3)n2)cc1	.	4	.	-3	-53	-12	1	-67
COc1cccc(NS(=O)(=O)c2ccc(-n3cccn3)cc2)c1	-2	8	-1	-2	4	12	-3	-12
COCCNC(=O)C[C@@H]1CC[C@H]2[C@@H](COC[C@H](O)CN2C(=O)Nc2ccccc2OC)O1	-2	1	0	0	.	4	0	.
CCN(c1ccc(NC(=O)COC(=O)C2CCN(c3ccc(C(F)(F)F)cn3)CC2)cc1)C(C)C	2	-13	6	3	-17	-3	5	-10
O=C(NCc1ccccc1)C1=C[C@@H](C2CCCCC2)C[C@@H](OCCCCO)O1	3	-2	-10	3	-19	-2	-8	9
C=C1CCC[C@]2(C)C[C@H]3OC(=O)C(CN4CC(C)OC(C)C4)[C@H]3C[C@@H]12 (stereo partly specified)	7	1	7	-4	47	-13	0	8
CO[C@H]1CN(C)C(=O)c2ccc(NS(=O)(=O)c3cn(C)cn3)cc2OC[C@@H](C)N(CCC(F)(F)F)C[C@@H]1C	6	2	-4	3	-9	-1	4	1
COc1ccc(CN2C(=O)C(CC(=O)NCc3cccc4ccccc34)CC(C(=O)N3CCOCC3)=C2C)cc1 (stereo unspecified)	.	-3	-1	.	-100	-14	5	-2
Cc1ccccc1Cn1nc(C)c(NC(=O)c2nc3n(n2)C(C(F)F)CC(C)N3)c1C (stereo unspecified)	2	0	.	2	.	-3	.	.
COc1ccc2ccccc2c1CNCCN1CCOCC1	-3	7	-17	-1	-2	19	-7	21
COc1c[nH]n(-c2ccccc2)c(=O)c1=O	.	-6	.	2	4	-5	0	-8
O=C1CCCC/C=C\C[C@H](CC(=O)N(CCO)Cc2ccccc2)C(=O)N[C@@H](c2ccccc2)CO1	7	0	5	1	13	3	-2	-4
COC(=O)c1[nH]c2c(c1C)C(=O)CC(c1ccc(OC)cc1)C2 (stereo unspecified)	-1	2	-9	0	-10	-13	-11	8

By substructure: those above containing an NH in an aromatic ring (8)
SMILES	PglD inh	S100A4 inh HTS	PGC1a acetyl inh	ERAP1 inh	PAX8 reporter	LGR2 antag	FN deposition inh	EWS-Fli block
Nc1cc(=O)[nH]c(SCC(=O)N2CCCC2)n1	4	-3	11	-3	7	-9	-5	3
COc1cccc(Nc2n[nH]c(=S)s2)c1	.	4	.	5	-16	-12	-1	-6
COc1ccc(OC)c(Nc2nnc(C)c(=O)[nH]2)c1	.	3	.	0	4	-12	2	-6
COc1ccc(C2NC(=O)c3n[nH]c(C)c32)c(OC)c1 (stereo unspecified)	3	-9	-3	-2	8	-2	5	4
O=C(O)C1CCc2sc3[nH]c(=S)n(-c4ccccc4)c(=O)c3c21 (stereo unspecified)	10	2	-1	10	3	1	-7	13
COc1ccc(NC(=O)N2CC3(C2)CN(C(=O)CN2CCOCC2)[C@H](CO)c2[nH]c4cc(OC)ccc4c23)cc1	.	5	.	3	.	-7	.	-11
COc1c[nH]n(-c2ccccc2)c(=O)c1=O	.	-6	.	2	4	-5	0	-8
COC(=O)c1[nH]c2c(c1C)C(=O)CC(c1ccc(OC)cc1)C2 (stereo unspecified)	-1	2	-9	0	-10	-13	-11	8
